# All columns: NCI-60 one-dose screen, growth in % after 48 h at 10 µM unless noted; 100 = growth as untreated, 0 = no growth, -100 = all killed.
# NCI/ADR-RES – NCI/ADR-RES ovarian cells. actives 4.4% (n = 81,000). AID 1794790
# KM12 – KM12 colon cancer cells; actives 5% (n = 82,000); AID 1794800
# NCI-H322M – NCI-H322M lung cancer; AID 1794733; actives 2.7% (n = 80,000)
# NCI-H226 – NCI-H226 lung cancer; actives 3.5% (n = 79,000); AID 1794732
# COLO 205 – COLO 205 colon cancer; actives 7.3% (n = 79,000); AID 1794742
# NCI-H460 – NCI-H460 lung cancer. actives 6.8% (n = 82,000). AID 1794736
# IGROV1 – IGROV1 ovarian cancer; actives 4.7% (n = 79,000); AID 1794786
# NCI-H23 – NCI-H23 lung cancer; actives 4% (n = 80,000); AID 1794731
# NCI-H522 – NCI-H522 lung cancer. AID 1794739. actives 8% (n = 78,000)
# Starred values were filed as active, the others as inactive; nt = not tested or not shown. The calls were made as follows: active = growth percent below 10; inactive = the rest.
SMILES,NCI/ADR-RES,KM12,NCI-H322M,NCI-H226,COLO 205,NCI-H460,IGROV1,NCI-H23,NCI-H522
N#Cc1c(-c2cccc(Cl)c2)cc(-c2cccc(F)c2)[nH]c1=O,98,88,91,95,109,96,94,96,85
CS/C(Nc1ccccc1)=C(\C#N)C(=O)c1ccccc1,94,110,107,109,113,107,110,82,31
CCN(CC)CCOc1ccc(C(=C(C)c2ccc(OC)cc2)c2ccc(OCCN(CC)CC)cc2)cc1,25,15,33,61,-56*,2.0*,0.1*,58,-4.2*
O=C1NN(c2ccccc2)C(=O)/C1=C\c1ccccc1O,95,109,107,102,126,99,84,97,36
COc1ccc(/C=N/NC2=Nc3ccccc3C(=O)N3CCC[C@@H]23)cc1,102,99,105,94,111,105,95,99,94
O=C(c1ccccc1)c1ccc[n+](Cc2c(Cl)cccc2Cl)c1,112,102,105,95,89,103,107,102,84
O=c1[nH]c2ccc(Br)cc2o1,107,112,103,90,104,108,95,94,96
Cc1c(O)cc(-c2csc(Nc3ccc(Br)cc3)n2)c(O)c1C,103,98,93,88,105,102,92,95,87
COc1cc2c(cc1OC)C[N+](C)(C)C(C)C2 (stereo not drawn),112,106,107,95,105,103,110,105,74
N#Cc1cnc(NCCc2ccncc2)nc1-n1cnc2ccccc21,65,26,35,69,72,40,29,76,56
Cc1cc2n(n1)-c1c(cnn(C)c1=O)Oc1ccccc1-2,111,102,107,87,126,105,109,96,104
Cc1ccc(-c2n[nH]c(=O)c3noc(-c4ccc(C)cc4)c23)cc1,32,36,49,81,-25*,17,53,62,16
Cc1ccc(Nc2ccc(O)c3c2C(=O)c2ccccc2C3=O)cc1,nt,104,119,105,106,100,98,nt,nt
COc1ccc(/C=C/C(=O)c2c(C)oc3nc[nH]c(=O)c23)cc1OC,90,99,83,91,106,95,81,78,71
COC(=O)Nc1ccc2ccc3c(NC(=O)OC)ccc4ccc1c2c43 (tested in a mixture with another compound),37,33,65,83,31,26,51,65,nt
FC(F)(F)C1(C2CCNCC2)N=N1,106,108,99,102,108,106,100,101,96
O=C(O)C1CCC(c2ccccc2)=N1 (stereo not drawn),107,98,113,102,115,113,121,106,114
O=C1NC(=O)C(O)(C(=O)O)N1 (stereo not drawn),110,112,99,104,108,106,91,109,63
CC(C)N1CC(=O)N2CSCC2C1=O (stereo not drawn),109,98,115,104,114,108,111,111,102
COc1ccc(CNc2c3ccccc3nc3ccccc23)cc1OC,19,32,30,28,5.3*,6.2*,11,15,18

# Look-ups from the list.
# `CC(C)N1CC(=O)N2CSCC2C1=O` (stereo not drawn) – COLO 205: 114
# `COC(=O)Nc1ccc2ccc3c(NC(=O)OC)ccc4ccc1c2c43` (tested in a mixture with another compound) – KM12: 33
# `O=C(O)C1CCC(c2ccccc2)=N1` (stereo not drawn) – NCI-H460: 113
# `Cc1ccc(Nc2ccc(O)c3c2C(=O)c2ccccc2C3=O)cc1` – NCI-H460: 100

# Next part:
SMILES,NCI/ADR-RES,KM12,NCI-H322M,NCI-H226,COLO 205,NCI-H460,IGROV1,NCI-H23,NCI-H522
O=C1Nc2ccc(F)cc2/C1=C/c1cccc(OCc2ccccc2)c1,-14*,19,48,35,34,7.1*,37,25,5.0*
O=C1/C(=C/c2ccc(Cl)c(Cl)c2)CN(C(=O)C(Cl)Cl)C/C1=C\c1ccc(Cl)c(Cl)c1,3.6*,-71*,-23*,-31*,-47*,-56*,-74*,-66*,-35*
Cc1nn(-c2ccccc2)c(Cl)c1/C=C1\N=C(c2ccccc2)N(C(=O)c2ccccc2)NC1=O,101,96,99,101,124,100,96,94,85
O=C(CN1C(=O)/C(=C/c2ccc(Cl)cc2)SC1=S)NCCCN1CCOCC1,100,104,104,95,116,101,108,97,97
COc1cc2ncnc(Nc3ccc(C(=O)/C=C/c4ccc(Cl)c(F)c4)cc3)c2cc1OC,108,99,99,103,111,110,112,103,98
CC1(C)CC(=O)C=C(NCCO)C1,108,113,127,113,114,120,113,98,93
CCN(CC)c1ccc(NC(=S)Nc2ccc(N(CC)CC)cc2)cc1,103,97,96,92,87,108,106,101,69
O=C(Nc1nncs1)c1ccncc1,109,136,102,102,115,122,45,108,95
O=C(CCCCCOc1ccc(NC(=O)Nc2ccc(Cl)cc2)cc1)NO,101,93,98,94,105,107,103,101,65
COC(=O)c1c2c(c[n+]([O-])c1C)C(=O)C=CC2=O,97,99,110,98,34,98,2.4*,60,-70*
CCc1c(N=O)c(-c2ccccc2)n(O)[n+]1[O-],104,103,97,nt,125,101,101,95,97
COc1ccc(-c2cc(-c3c(C)oc4cc5occc5c(OC)c4c3=O)nc(N)c2C#N)cc1OC,62,60,81,66,68,32,52,73,47
NS(=O)(=O)c1ccc(-n2ncc3c2ncn2c(=S)[nH]nc32)cc1,96,105,100,98,121,115,68,119,nt
CC(=O)Nc1ccc(S(=O)(=O)NC2(c3ccccc3)C(=O)N(C)C(=O)N(C)C2=O)cc1,103,105,108,99,107,109,109,99,111
CCC(C#N)(C(N)=O)c1ccccc1 (stereo not drawn),104,107,110,100,123,106,112,103,111
O=c1ccn(C2CC=C(CO)O2)c(=O)[nH]1 (stereo not drawn),116,103,96,96,106,124,86,92,nt
Cc1cc(-c2ccco2)c(C#N)c(=O)[nH]1,102,106,95,96,111,105,96,106,97
Cc1ccc(S(=O)(=O)N/N=C2/C3CC4C(C3)C24)cc1,nt,105,105,104,115,105,98,95,87
O=C(Nc1ccccc1CNc1nc(Nc2ccc(OCCN3CCCC3)cc2)ncc1Cl)NC1CCCCC1,74,72,109,97,89,90,88,87,113
O=C(/C=C/c1ccccc1Cl)c1cccc(OCCCOc2cccc(C(=O)/C=C/c3ccccc3Cl)c2)c1,98,102,109,95,113,105,98,100,92
O=[N+]([O-])c1ccc2[nH]c(=S)[nH]c(=S)c2c1,100,104,105,97,105,105,102,101,96
S=C1C=C(S)C2C=CC=CC2N1 (stereo not drawn),103,104,93,89,110,100,76,96,92
Cc1sc2nc(N3CCC(Cc4ccccc4)CC3)[nH]c(=O)c2c1C,99,99,99,91,94,98,102,98,nt
CC(=O)OCCCCCN1C=C/C(=C\C(=O)n2ccc3ccccc32)c2ccccc21,101,100,93,88,110,102,66,96,98
Cc1nn(-c2ccc(F)cc2)c2ncnc(Nc3ccc(NC(=O)Nc4ccc(Cl)c(C(F)(F)F)c4)cc3)c12,38,15,68,58,4.1*,11,31,22,12
CC(=O)Nc1ccccc1F,105,111,90,117,107,111,111,101,88
CC(=O)Cc1cccnc1,104,105,102,95,115,105,100,96,96
Cc1[nH]c2cccc3c2c1CCN1C(=O)OC(C)(C)C31C (stereo not drawn),106,104,91,94,113,98,97,109,100
O=C(O)[C@@H]1c2ccccc2C(=O)N(c2ccc(Cl)cc2)[C@H]1c1ccc(Cl)cc1,98,62,98,89,87,105,86,86,66
CSc1nc(SCc2ccc(Cl)cc2)ncc1C,95,95,91,107,115,108,92,91,62
COc1cccc(NC(=O)Nc2ccc(Nc3nc(C)nc4[nH]c(C)c(C)c34)cc2)c1,109,100,97,90,97,89,87,97,87
C/C(=N\Nc1ncc(C#N)c(N)n1)c1ccc(Br)cc1,97,89,94,92,100,98,86,85,96
Cc1ccc(-n2c(C)c(-c3ccccc3)c(-c3ccccc3)c2C)cc1,76,85,79,104,102,64,78,71,73
CCCCCn1cnc2c(=S)nc(N)[nH]c21,113,106,140,110,119,129,nt,107,78
COc1ccc(/C=C/C(=O)c2cc(OC)c(OC)c(OC)c2)cc1OCc1cn(Cc2ccc(F)cc2)nn1,17,6.6*,34,77,66,96,86,103,26
O=C(O)[C@@H](Cc1ccc2ccccc2c1)NC(=O)n1c2ccccc2c2ccccc21,7.0*,18,49,86,-35*,9.1*,30,35,-8.0*
COC(=O)[C@]1(C)CC[C@]2(C)CC[C@]3(C)C(=CC[C@@H]4[C@@]5(C)CC(=O)CC(C)(C)[C@@H]5CC[C@]43C)[C@@H]2C1,101,101,105,100,120,116,116,103,96
CCCCCCCCCCCCCCCn1nnnc1N,114,107,97,102,106,100,112,111,104
COc1ccc(Cn2cc3c(c2-c2cc(OC)c(OC)c(OC)c2)CCCc2cnoc2-3)cc1,15,29,40,54,-0.7*,7.4*,22,32,10
O=C(/C=C/c1ccccc1)n1c(-c2ccc(O)cc2)nc2ccccc21,97,87,87,102,103,101,100,103,84

# Only NCI-H23 and NCI-H460, for some of the entries so far:
SMILES | NCI-H23 | NCI-H460
O=C(/C=C/c1ccccc1)n1c(-c2ccc(O)cc2)nc2ccccc21 | 103 | 101
COc1ccc(Cn2cc3c(c2-c2cc(OC)c(OC)c(OC)c2)CCCc2cnoc2-3)cc1 | 32 | 7.4*
COc1ccc(/C=C/C(=O)c2cc(OC)c(OC)c(OC)c2)cc1OCc1cn(Cc2ccc(F)cc2)nn1 | 103 | 96

# Structures from the list above that contain a CF3 group, in the order listed:
SMILES,NCI/ADR-RES,KM12,NCI-H322M,NCI-H226,COLO 205,NCI-H460,IGROV1,NCI-H23,NCI-H522
FC(F)(F)C1(C2CCNCC2)N=N1,106,108,99,102,108,106,100,101,96
Cc1nn(-c2ccc(F)cc2)c2ncnc(Nc3ccc(NC(=O)Nc4ccc(Cl)c(C(F)(F)F)c4)cc3)c12,38,15,68,58,4.1*,11,31,22,12

# Continued:
SMILES,NCI/ADR-RES,KM12,NCI-H322M,NCI-H226,COLO 205,NCI-H460,IGROV1,NCI-H23,NCI-H522
O=C(CSc1nc2ccccc2c(=O)[nH]1)Nc1cccc(C(=O)O)c1,107,101,118,97,113,100,120,94,97
c1ccc(N=C2CCCCC2)cc1,104,105,93,104,118,107,104,104,92
O=C(CC(C[N+](=O)[O-])c1ccccc1)c1ccc(O)cc1 (stereo not drawn),104,99,100,93,120,103,104,98,87
CC(=O)Nc1ccc2ccccc2c1Br,100,97,91,81,110,97,93,90,101
CC1=C(c2ccccc2)C=NNCC1=O,116,106,129,112,127,112,120,115,103
NS(=O)(=O)c1ccc(-n2c(=O)c3cc4c(=O)n(-c5ccc(S(N)(=O)=O)cc5)c(=O)c4cc3c2=O)cc1,102,100,100,95,108,108,94,95,98
CCCN(CCC)c1nc(C)nc2nc(Cl)[nH]c12,102,102,108,88,109,98,103,98,94
CC(O)(Cc1cccnc1)c1cccs1 (stereo not drawn),118,111,106,104,106,116,114,102,101
COC(=O)C1CC(=O)C(C(=O)OC)CC1=O (stereo not drawn),110,106,125,108,110,106,125,106,nt
FC(F)(F)c1ccc2c(Nc3cccc(C4CC(c5ccccc5)=NN4c4ccc(Cl)cc4)c3)ccnc2c1 (stereo not drawn),35,16,69,68,58,59,20,61,50
CC(=O)Nc1ccc(S(=O)(=O)Cl)cc1,116,107,111,96,108,102,116,112,nt
Nc1nc(N)c2c(n1)NC(c1cccc(Nc3ccnc4cc(C(F)(F)F)ccc34)c1)CC(c1ccc(Cl)cc1)=N2 (stereo not drawn),54,21,89,83,30,20,53,65,33
COc1ccc(-c2nnc(COc3ccc(NC(=O)c4ccc(Cl)c(Cl)c4)cc3F)o2)cc1,87,92,84,82,107,84,87,85,57
CCOC(=O)C1CCN(c2ccc(N3C[C@H](CNC(=O)c4ccc(Cl)c(N)c4)OC3=O)cc2)CC1,104,103,103,104,110,103,106,94,93
CCc1ncnc2c1ccn2C(C)c1ccc(OC)c(F)c1 (stereo not drawn),45,28,80,77,26,31,55,39,43
CSc1ncccc1C(=O)OCC(=O)Nc1oc(C)c2c(C)n[nH]c(=O)c12,102,103,104,86,122,108,-4.8*,99,84
COc1ccc(/C=C2\CN(C)CC3=C2OC(N)=C(C#N)C3c2ccc(OC)c(OC)c2)cc1OC (stereo not drawn),98,91,100,nt,105,108,90,91,91
O=[N+]([O-])c1ccc(NN=C(CO)CO)c([N+](=O)[O-])c1,97,90,85,93,105,103,91,101,nt
O=C(O)c1cn(C2CC2)c2cc(N3CCN(C(=O)CSCCO)CC3)c(F)cc2c1=O,97,106,101,101,110,105,107,106,97
CC(C)NCCOC(=O)c1ccc(N)cc1,109,110,99,92,124,102,106,108,102
O=C1/C(=C/c2ccc(Cl)cc2Cl)CN(S(=O)(=O)c2ccccc2)C/C1=C\c1ccc(Cl)cc1Cl,20,-57*,-0.8*,58,-16*,-24*,-24*,-38*,-34*
CC/C(=C\c1ccccc1O)c1ccncc1,103,106,100,79,104,105,114,99,nt
C#CC(C)(C)Nc1ccccc1,100,91,104,102,112,101,98,101,86
COc1cc(C2CC(c3cc(OC)c(OC)c(OC)c3)=NN2)ccc1Oc1nc2c(c(=O)n(C)c(=O)n2C)n1C (stereo not drawn),69,89,95,80,110,85,95,85,41
O=C(CSc1nc2ccccc2c(=O)n1-c1ccc(S(=O)(=O)Nc2ccc(Cl)nn2)cc1)NCc1ccccc1,106,108,107,95,114,104,101,110,86
Cc1nc(N)nc(Nc2ccc(C#N)cc2)c1Br,98,105,94,97,137,99,184,94,125
COc1cc(NC(=O)CSc2nc3ccccc3c(=O)n2CCc2ccc(S(N)(=O)=O)cc2)cc(OC)c1OC,96,99,102,98,129,108,107,97,86
O=C1Nc2ccc(Br)cc2C1Cc1c(O)[nH]c2ccc(Br)cc12 (stereo not drawn),106,99,112,110,119,109,105,nt,101
CC(C)(C)n1cc(-c2ccnc(NCCCNS(=O)(=O)c3ccccc3)c2)c(-c2cccc(F)c2)n1,73,53,87,91,28,77,80,77,73

# 4 successive records out of the list so far, quoted:
SMILES,NCI/ADR-RES,KM12,NCI-H322M,NCI-H226,COLO 205,NCI-H460,IGROV1,NCI-H23,NCI-H522
Cc1nc(N)nc(Nc2ccc(C#N)cc2)c1Br,98,105,94,97,137,99,184,94,125
COc1cc(NC(=O)CSc2nc3ccccc3c(=O)n2CCc2ccc(S(N)(=O)=O)cc2)cc(OC)c1OC,96,99,102,98,129,108,107,97,86
O=C1Nc2ccc(Br)cc2C1Cc1c(O)[nH]c2ccc(Br)cc12 (stereo not drawn),106,99,112,110,119,109,105,nt,101
CC(C)(C)n1cc(-c2ccnc(NCCCNS(=O)(=O)c3ccccc3)c2)c(-c2cccc(F)c2)n1,73,53,87,91,28,77,80,77,73

# This is a random part of the collection (roughly 12% active in at least one column).
